Screens deposited in PubChem BioAssay by Sanford-Burnham Center for Chemical Genomics.
TAG inh – inhibitors of triacylglycerol accumulation. H9c2 cells, Nile Red lipid (TAG) fluorescence; cells loaded with 200 µM oleic acid. inhibition, % at 12.5 µM. actives 0.66% (n = 230,000);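 active = pattern-corrected inhibition of lipid staining of at least 50% with the nuclear-stain viability signal not falling by more than 50%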;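 also: 0% = DMSO wells and 100% = triacsin C control wells; some results filed as inactive read as strong as hits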
TAG inh DAPI viability – second read-out of TAG inh, no call of its own (marks repeat the call); DAPI nuclei signal change (viability), lower = more cytotoxic, %;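 whole-well DAPI fluorescence read on a plate reader as a viability signal; minus 50 percent equals half of cells still viable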
Starred values were filed as active, the others as inactive.

SMILES | TAG inh | TAG inh DAPI viability
COc1ccc(-c2cc(C(=O)Nc3cc(OC)cc(C(=O)Nc4cccc(C(F)(F)F)c4)c3)[nH]n2)cc1 | 84* | -38*
[N-]=[N+]=NCCN1CCN(CCc2ccccc2)CCC1=O | -13 | 6
Cc1ccc(C2CCN(C(=S)NC(C)C)C2)cc1 (configuration not stated) | 2 | 1
COc1ccc(N2C(=O)Cc3c2nc(N)c(C#N)c3N)cc1 | -8 | 13
COCCN(Cc1nnc(-c2cccs2)o1)C(=O)c1cccc(S(=O)(=O)N2CCOCC2)c1 | 2 | -1
CN(CC(=O)Nc1ccccc1C(F)(F)F)C(=O)c1cc([N+](=O)[O-])ccc1N1CCOCC1 | -5 | 5
CCc1ccc(N2CC(C(=O)Nc3ccc(S(=O)(=O)N4CCOCC4)cc3)CC2=O)cc1 (configuration not stated) | -1 | -2
CCOC(=O)c1[nH]c(C)c(/C=N/O)c1C | 3 | -5
O=C(OCc1ccccc1F)c1cc([N+](=O)[O-])ccc1N1CCOCC1 | 6 | 3
C=CCn1c(=S)[nH]c2scc(-c3ccco3)c2c1=O | -4 | 1
COc1ccc(S(=O)(=O)N2CCNCC2)cc1 | -10 | 0
NC(=O)CC(NC(=O)c1ccccc1)c1ccc(N2CCC(N3CCCC3)CC2)c([N+](=O)[O-])c1 (configuration not stated) | -9 | -3
CCCC(=O)Nc1nc(C)c(-c2csc(Nc3ccccc3C)n2)s1 | 45 | -6
CN1C[C@@H](CO)O[C@@H](n2cnc3c(N4CCN(CCO)CC4)ncnc32)C1 | -7 | 2
N#Cc1ccc(-c2ccc(F)cc2)nc1Sc1ccc(F)cc1 | 10 | -13
COC(=O)COc1cccc2c(=O)n(CC(=O)NCCc3ccccc3)ccc12 | 6 | 4
O=C(NC(Cc1c[nH]c2ccccc12)C(=O)N1CCOCC1)c1cccs1 (configuration not stated) | 10 | -11
Cc1nnc(N(C)C(=O)c2ccncc2)s1 | -7 | -4
CN1CCCN(C(=O)c2cc3c(s2)CCCC3)CC1 | -5 | -2
CC(C)N1CCC(NC(=O)Nc2ccccc2)CC1 | -2 | 10
O=C(CCc1nc(-c2ccc(F)cc2)no1)Nc1cccc(C(=O)NC2CC2)c1 | 19 | -6
O=C(CCl)Nc1sccc1C(=O)c1ccccc1 | 23 | -3
CCN(CC)S(=O)(=O)c1ccc(/C=C/C(=O)OCC(=O)NCc2cccs2)cc1 | 12 | -5
CCN(C(=O)CSc1nnc(COc2ccccc2F)n1N)C1CCS(=O)(=O)C1 (configuration not stated) | 6 | 0
CN(CC(=O)Nc1cccc(F)c1)CC(=O)Nc1cccc(S(=O)(=O)N2CCCCCC2)c1 | 6 | -1
COc1ccccc1C(=O)N/N=C/C(C)=C/c1ccccc1 | 0 | 9
Cc1ccc2ccc(C(Nc3cccc(C(F)(F)F)c3)c3cccnc3)c(O)c2n1 (configuration not stated) | -3 | -1
Cc1cccc(NC(=O)COC(=O)CSc2ccccc2)c1C | -6 | 0
Cc1nn(C)c(C)c1NC(=O)CCl | 0 | -10
COc1ccc(NC(=O)Nc2ccc(OC)cc2)cc1 | 7 | 0
COCCN1C[C@@H](CO)O[C@@H](n2cnc3c(NCC(C)C)ncnc32)C1 | 8 | -3
C#CCNC(=O)C1=C[C@@H](C(C)(C)C)C[C@@H](OCc2ccc(CO)cc2)O1 | -9 | 10
CC[C@@H](C(=O)[C@@H](C)[C@@H](O)[C@H](C)CCc1ccc(C)c(O)c1C(=O)O)[C@H]1O[C@](CC)([C@H]2CC[C@](O)(CC)[C@H](C)O2)C[C@@H]1C | -20 | -33
CSc1ccc(/C=C/C(=O)c2ccc(NC(=O)C(C)C)cc2)cc1 | 6 | 6
Cc1cc(C)c(C#N)c(SC(C(=O)NC(C)(C)C)c2ccccc2)n1 (configuration not stated) | -19 | 14
COc1ccc(N2CCN(S(=O)(=O)CCNC(=O)COc3ccccc3C)CC2)cc1 | -7 | 6
COc1ccc(CCNC(=O)c2ccc(OCC(=O)N3CCOCC3)c(OC)c2)cc1OC | 9 | -10
CCN1CCCC1CNCc1cccc(OC)c1OCc1ccc(F)cc1 (configuration not stated) | 7 | 22
CC(C)(Oc1ccc(Cl)cc1)C(=O)Nc1cccc(S(=O)(=O)NC2=NCCC2)c1 | -8 | -4
CC(NC(=O)/C(C#N)=C/c1ccco1)c1ccccc1 (configuration not stated) | -3 | -3
O=S(=O)(c1ccccc1)N1CCN=C1SCc1ccccc1Cl | -5 | 4
Cc1ccc(C)c(S(=O)(=O)Nc2ccc(S(=O)(=O)Nc3onc(C)c3C)cc2)c1 | 14 | -12
CC(=O)NC(CCC(=O)O)C(=O)O (configuration not stated) | -7 | -5
CC(Oc1ccccc1F)C(=O)NNC(=O)CCNC(=O)c1ccccc1Cl (configuration not stated) | -4 | -3
CSc1ccccc1OCc1cc(C(=O)N2CCCC(C)C2)no1 (configuration not stated) | 6 | 4
Cc1cccc(C)c1-n1nnnc1SCC(=O)c1c(N)n(C2CC2)c(=O)[nH]c1=O | -6 | 2
O=C(c1ccc(COCC(F)(F)F)o1)N1CCCC1 | -7 | 2
CCCC(c1nnnn1C1CCCCC1)N1CCN(C2CCCC2)CC1 (configuration not stated) | 12 | -9
NC(=O)c1cc(Cl)cn(-c2ccccc2)c1=O | -11 | -11
COC(=O)C1CCN(S(=O)(=O)c2cc3c4c(c2)CCN4C(=O)CC3)CC1 | -22 | 4
CCc1sc(C(=O)NCc2ccccc2)cc1C | -5 | 5
CCSc1cnn(-c2ccccc2)c(=O)c1Cl | 11 | -3
CC(=O)c1ccc(NC(=O)C(C)OC(=O)CCCN=C2NS(=O)(=O)c3ccccc32)cc1 (configuration not stated) | 7 | 8
Cc1cc(Oc2ccccc2F)nc(NCc2ccccc2)n1 | -18 | -2
CCc1ccc(NC(=O)CSc2nnc(-c3cccs3)n2CC)cc1 | -3 | -2
CCOc1ccc(NC(=O)c2ccc(N)cc2)cc1 | 10 | 5
CCCN1C(=O)/C(=C/c2c(N3CCNC(=O)C3CC(=O)OCC)nc3c(C)cccn3c2=O)SC1=S (configuration not stated) | -40 | 4
O=C(Cn1cnc([N+](=O)[O-])c1)NCCc1ccccc1 | 6 | -10
C[C@@H]1COC(=O)[C@@H](Cc2ccc(F)cc2)C/C=C\C[C@@H](CC(=O)N(CCO)Cc2ccccc2)C(=O)N1 | 11 | -6
COc1cccc(/C=C/C(=C2/C(=O)N(c3ccccc3)N=C2C)c2ccc(C)cc2)c1OC | 112* | -2.2*

In another format: 2 of the compounds above.
SMILES: Cc1ccc(C2CCN(C(=S)NC(C)C)C2)cc1 (configuration not stated)
  TAG inh: 2 | TAG inh DAPI viability: 1

SMILES: CSc1ccc(/C=C/C(=O)c2ccc(NC(=O)C(C)C)cc2)cc1
  TAG inh: 6 | TAG inh DAPI viability: 6

(cont.)
SMILES | TAG inh | TAG inh DAPI viability
COc1cc([N+](=O)[O-])cc(/C=N/NC(=O)c2cc(C)nc3ccccc23)c1O | 14 | -6
Cc1ccc(NC(=O)c2ccccc2)cc1C | -13 | 11
Cc1c(Cl)cnc(NC(=O)CSc2n[nH]c(N)n2)c1Cl | 14 | 4
O=C(NC1CCCCCC1)c1ccc(N2CCCC2=O)cc1 | 22 | 3
COc1ccc(NC(=O)c2oc3ccc(S(=O)(=O)N4CCOCC4)cc3c2C)cc1 | 8 | -10
CC(=O)NCCC(=O)N1CCCC(N2CCN(c3cccc(Cl)c3)CC2)C1 (configuration not stated) | -2 | -1
COc1cccc(C(=O)O/N=C(\N)CS(=O)(=O)c2ccccc2)c1 | 1 | 1
CCN(CC)C(=O)CSc1nnc(NC(=O)CCc2ccccc2)s1 | 8 | -12
Cc1ccc(NC(=O)CSc2nnc(-c3ccccn3)n2N)c(Br)c1 | 5 | -6
COc1ccc(C(=O)NCCCN2CCOCC2)cc1Br | -6 | -6
CC1(C)CC(=O)c2c(nc3ccccc3c2N)C1 | -2 | -13
CC(NC(=O)c1ccc(F)cc1)c1ccc2c(c1)CCCC2 (configuration not stated) | -14 | 10
O=C(NCc1ccco1)c1ccc(-c2ccc(F)c(F)c2)c2ccoc12 | -43 | 2
O=C(NCC(c1cccs1)N1CCOCC1)c1ccccc1NS(=O)(=O)c1cc([N+](=O)[O-])ccc1Cl (configuration not stated) | 1 | -9
O=C(CN1C(=O)C2CCCCC2C1=O)OCn1nnc2ccccc2c1=O (configuration not stated) | 5 | -4
Cc1nonc1NC(=O)Nc1cccnc1 | 9 | -5
CC(C)(C)c1ccccc1NC(=O)c1ccc2c(c1)SC1=NS(=O)(=O)CCN12 | 15 | -2
CC(=O)Nc1ccc(S(=O)(=O)N2CCN=C2SCc2ccc(C)cc2)cc1 | -2 | -11
CCC1=C2CC[C@H]3C(=O)N(c4ccccc4)C(=O)[C@H]3[C@H]2[C@@]2(C)C(=NCc3ccccc3)OC(=O)N2C1=O | 2 | -2
O=C(CN1CCN(c2ncccn2)CC1)NCc1ccccc1 | 1 | 8
CCCc1cc(=O)[nH]c(SCC(=O)c2cc(C)n(CC3CCCO3)c2C)n1 (configuration not stated) | 10 | -11
COc1ccc(C(=O)C2CCCN(Cc3cn[nH]c3-c3ccccc3)C2)cc1OC (configuration not stated) | -7 | 10
Nc1nonc1C(=O)N1CCCCC1 | -56 | -4
CSCCC(NC(=O)COc1ccccc1)C(=O)N1CCCCCC1 (configuration not stated) | 5 | -9
O=C(Cc1ccc(F)cc1)N1CCN(c2ccc(F)cc2)CC1 | -4 | 0
Cc1cn(C2C=CC(CO)O2)c(=O)[nH]c1=O (configuration not stated) | 3 | -19
Cc1[nH]nc(SCC(=O)NC2CCCC2)c1[N+](=O)[O-] | 6 | -14
NC(=O)CSc1nccn1Cc1ccc2c(c1)OCO2 | 8 | -10
COc1ccc(-c2cc(C(=O)Nc3ccccc3N3CCOCC3)c3ccccc3n2)cc1OC | -10 | -6
COCc1cccc(-c2csc(C(C)(O)c3cccc(F)c3)n2)c1 (configuration not stated) | -3 | -4
COc1ccc(OC)c2sc(NC(=O)C3=COCCO3)nc12 | 15 | -15
COc1ccc(S(=O)(=O)Nc2cccc(S(=O)(=O)N(C)C)c2)cc1[N+](=O)[O-] | -4 | 3
CC(=O)N(C)Cc1ccc(C(=O)CSc2nnc(C3CC3)n2C2CC2)cc1 | -3 | -4
CCOC(=O)c1c(O)c(Cl)c(C)[nH]c1=O | -9 | 11
Cc1ccc(NC(=O)C2(C)CCN2Cc2ccc(OC(C)C)cc2)cc1 (configuration not stated) | -12 | 1
O=C(NCc1cccnc1)Nc1ccc(Br)cc1 | 1 | -9
CCOC(=O)c1c(NC(=O)Cn2nc(C(=O)O)c3ccccc3c2=O)sc(CC)c1C | -3 | -2
CC(=O)Nc1ccc(C2(O)COc3ccccc3O2)cc1 (configuration not stated) | -38 | -3
CCN(CC(=O)NCc1cccs1)C(=O)/C=C/c1cccc(Cl)c1Cl | -7 | 6
CCCOc1ccc(N2C(=O)CC(SCCc3nc4ccccc4[nH]3)C2=O)cc1 (configuration not stated) | -1 | 1

Seven entries from above, ordered by SMILES length, highest first.
SMILES | TAG inh | TAG inh DAPI viability
O=C(NCC(c1cccs1)N1CCOCC1)c1ccccc1NS(=O)(=O)c1cc([N+](=O)[O-])ccc1Cl (configuration not stated) | 1 | -9
CC(=O)Nc1ccc(S(=O)(=O)N2CCN=C2SCc2ccc(C)cc2)cc1 | -2 | -11
O=C(NCc1ccco1)c1ccc(-c2ccc(F)c(F)c2)c2ccoc12 | -43 | 2
O=C(Cn1cnc([N+](=O)[O-])c1)NCCc1ccccc1 | 6 | -10
CSCCC(NC(=O)COc1ccccc1)C(=O)N1CCCCCC1 (configuration not stated) | 5 | -9
[N-]=[N+]=NCCN1CCN(CCc2ccccc2)CCC1=O | -13 | 6
Cc1nonc1NC(=O)Nc1cccnc1 | 9 | -5

Quoted at random: 4 records from the list, in no set order.
SMILES | TAG inh | TAG inh DAPI viability
COc1ccc(NC(=O)c2oc3ccc(S(=O)(=O)N4CCOCC4)cc3c2C)cc1 | 8 | -10
[N-]=[N+]=NCCN1CCN(CCc2ccccc2)CCC1=O | -13 | 6
Cc1nnc(N(C)C(=O)c2ccncc2)s1 | -7 | -4
COC(=O)C1CCN(S(=O)(=O)c2cc3c4c(c2)CCN4C(=O)CC3)CC1 | -22 | 4

(listing goes on)
SMILES | TAG inh | TAG inh DAPI viability
NC(=O)c1ccc(NC(=O)CSC(=O)c2ccccc2)cc1 | -19 | -1
COc1cccc(Cn2nnc(C(=O)Nc3cc(C)ccc3OC)c2N)c1 | -9 | -10
Cc1ccc(SCCNC(=O)c2ccccc2)cc1 | 8 | -19
Cn1nc(Oc2ncc(C(F)(F)F)cc2Cl)cc1C(F)(F)F | -1 | -2
COCCCNS(=O)(=O)c1ccc2c(c1)OCCO2 | -11 | -5
CN(C)S(=O)(=O)c1cccc(COC(=O)C2=COCCO2)c1 | 2 | 2
On1c(-c2ccccc2)nc2ccc(Cl)cc21 | 2 | -9
CC(C)CNC(=O)CSc1nc(-c2cccs2)cc(C(F)(F)F)n1 | 6 | 2
Cc1cc(C)cc(NC(=O)CCn2ccnc2C)c1 | 3 | 0
CN(C)/C=C/C(=O)/C=C/c1ccc(Cl)cc1Cl | -15 | -4
O=C(CSc1nc2ccccc2c(=O)n1-c1ccccc1Cl)NC1CCS(=O)(=O)C1 (configuration not stated) | 7 | -6
CN1C(=O)NC(c2ccccc2)C2=C1CN(c1cccc(C(F)(F)F)c1)C2=O (configuration not stated) | 16 | -11
O=C(CCCN1C(=O)/C(=C/c2cccs2)SC1=S)Nc1cccc(C(=O)O)c1 | 3 | -2
CCOC(=O)c1ccc(N2C(=O)CC(NC3CCN(C(=O)c4ccc(F)cc4)CC3)C2=O)cc1 (configuration not stated) | 2 | 19

This is a subset, so the mix of outcomes need not match the whole.
